# Source: PubChem BioAssay (several laboratories)
# PostGolgi yeast – growth inhibition of a yeast mutant, post-Golgi transport screen; inhibition, % at 10 µM; post-Golgi transport phenotypic cell assay; hit rate 0.9% among 98,000;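 further: yeast cells grown in 1536-well plates; yeast grown about 18 h at 30C before absorbance read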
# Ecoli WT expand – blocks growth of wild type E. coli BW25113; OD600 absorbance; growth inhibition, % at 100 µM; hit rate 0.15% among 98,000;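 active means growth inhibition above about 50% at one test dose, limit read from the data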;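 further: growth measured after 20 h incubation at 37 °C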
# H69AR inhibit – growth inhibitors of human H69AR lung tumor cells; viability, % at 10 µM; hit rate 6% among 85,000; AID 598; H69AR lung tumor viability, ATP luminescence, 72 h; active compounds read low;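 active means viability at or below 40%; inactive means viability above 40%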;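 further: multidrug resistant small cell line overexpressing MRP-1 efflux transporter; 100% = mean luminescence of untreated control wells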
# S1P2 antag – blocks the human S1P2 receptor | AID 736 | cell-based S1P2 antagonist assay, inhibition at 5 uM | inhibition, % at 5 µM | O95136 | hit rate 0.21% among 97,000; in the data active means inhibition above about 45%;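 further: CRE beta-lactamase reporter cells expressing human S1P2 stimulated with S1P; 0% = agonist at EC80 alone and 100% = agonist plus reference antagonist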
# Target sequence (O95136 whole entry, looked up): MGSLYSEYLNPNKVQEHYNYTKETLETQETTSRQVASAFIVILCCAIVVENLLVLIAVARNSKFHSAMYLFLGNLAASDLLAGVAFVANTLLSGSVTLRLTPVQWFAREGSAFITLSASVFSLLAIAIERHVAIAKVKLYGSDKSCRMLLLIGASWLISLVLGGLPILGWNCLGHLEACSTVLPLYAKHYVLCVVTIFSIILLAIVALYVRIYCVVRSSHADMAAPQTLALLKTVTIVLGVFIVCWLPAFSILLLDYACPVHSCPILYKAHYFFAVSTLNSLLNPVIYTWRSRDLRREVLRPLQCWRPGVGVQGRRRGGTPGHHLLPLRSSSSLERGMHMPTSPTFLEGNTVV
# Fibroblast inh – blocks proliferation of human lung fibroblasts | AID 719 | hit rate 1.1% among 85,000 | viability, % at 10 µM | LL 47 human lung fibroblast viability, ATP luminescence; active compounds read low;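 active means viability at or below 50% in the single dose screen; inactive means viability above 50%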;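 further: compound exposure lasted 72 h before the ATP readout; 100% = median luminescence of untreated cell-only wells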
#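 Material: human lung fibroblast line LL 47, low passage; Evaluation: viability percentage against median untreated-cell control; Buffer or medium: 15% FBS in IMEM; Incubation: 72 h compound exposure at 37 °C after overnight plating; Dosing: 0.1% DMSO in all compound wells; Measured by: CellTiter-Glo luminescence.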
# HUVEC prolif 384 – inhibitors of human endothelial cell proliferation | HUVEC proliferation, CellTiter-Glo luminescence, 72 h; active compounds read low | viability, % at 10 µM (by protocol) | hit rate 1.1% among 86,000 | AID 648;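 active means viability at or below 30%; inactive means viability above 30%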;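 further: 100% = median luminescence of DMSO-only cell control wells on each plate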
# S1P2 agonist – agonists of human S1P2 receptor | O95136 | S1P2-expressing cell line, agonist reporter read-out | activation, % at 4.5 µM | hit rate 0.46% among 97,000 | AID 729; in the data active means activation above about 16%;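 further: 0% = vehicle low control and 100% = maximal reference agonist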
# hDAT+cocaine – changed human dopamine transporter uptake under cocaine IC80 | LLC-PK1 hDAT cells, [14C]-dopamine uptake with cocaine IC80; actives deviate in either direction | B-score at 10 µM | hit rate 1.3% among 110,000;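 active means Z score or B-score, a plate-position-corrected score, falls beyond the plate's 99.7% confidence bounds, in either direction; inactive means both scores lie inside the 99.7% bounds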;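 further: scored against the spread of the other compound wells on the same plate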
# Target sequence (Q01959 whole entry, looked up): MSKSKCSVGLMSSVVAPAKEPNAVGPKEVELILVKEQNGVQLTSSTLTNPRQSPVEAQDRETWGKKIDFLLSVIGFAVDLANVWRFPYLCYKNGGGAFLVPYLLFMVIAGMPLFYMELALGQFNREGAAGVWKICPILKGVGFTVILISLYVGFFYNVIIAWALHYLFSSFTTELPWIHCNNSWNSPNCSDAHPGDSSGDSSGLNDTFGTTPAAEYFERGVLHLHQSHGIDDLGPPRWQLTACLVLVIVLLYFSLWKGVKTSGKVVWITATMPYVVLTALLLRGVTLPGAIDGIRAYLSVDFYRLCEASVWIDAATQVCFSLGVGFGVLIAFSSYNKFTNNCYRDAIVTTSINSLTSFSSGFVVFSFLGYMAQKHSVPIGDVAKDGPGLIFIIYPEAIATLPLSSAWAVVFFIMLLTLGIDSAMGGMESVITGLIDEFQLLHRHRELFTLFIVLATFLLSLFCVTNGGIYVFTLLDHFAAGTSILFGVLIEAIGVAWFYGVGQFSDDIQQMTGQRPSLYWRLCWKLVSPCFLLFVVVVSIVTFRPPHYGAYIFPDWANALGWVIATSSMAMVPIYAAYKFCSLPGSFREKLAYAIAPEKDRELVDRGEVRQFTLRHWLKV
# PostGolgi ctrl – growth of the yeast control strain, post-Golgi counter-screen | inhibition, % at 10 µM | efflux-deficient yeast background strain, growth absorbance A615, 16 h | AID 738 | hit rate 5% among 98,000
# * = called active by the depositor; x = no result given. Unless noted, no stated cut-off is given here; in the data, active means inhibition above about 30%; inactive means the rest.
SMILES,PostGolgi yeast,Ecoli WT expand,H69AR inhibit,S1P2 antag,Fibroblast inh,HUVEC prolif 384,S1P2 agonist,hDAT+cocaine,PostGolgi ctrl
O=C(CCn1c(=O)c2ccccc2n(Cc2ccccc2)c1=O)NCc1ccc2c(c1)OCO2,18.2,-8.0,90.0,-5.7,102.7,94.2,-5.8,x,13.2
CCc1ccccc1-n1c(SCC(=O)NC)nnc1-c1cccnc1,-9.5,-7.0,93.4,10.3,103.6,88.8,-5.8,-0.598,7.2
CC(=O)c1c(C)nn(CCC(=O)O)c1C,10.1,-17.0,96.7,7.8,99.1,107.1,-0.6,0.567,13.8
O=C(C1CC=CCC1)N1CCN(C(=O)C2CC=CCC2)CC1 (configuration not stated),x,x,95.2,7.0,108.4,90.0,-1.9,0.881,x
Cc1ccc(C)c(N2CCN(C(=O)CN3C(=O)c4ccccc4C3=O)CC2)c1,-15.1,3.0,102.9,-88.5,98.5,96.3,-0.6,-0.618,24.6
COC(=O)c1ccc2[nH]c(C)c(CN3CCCC3)c(=O)c2c1,1.2,1.0,93.4,x,101.7,97.6,x,-1.77,2.0
COc1ccc2nc(NC(=O)CSc3nnc(C)s3)sc2c1,8.5,-9.0,x,13.3,x,x,-6.6,-0.654,1.7
Cc1nc(NC(=O)c2cc3c(C)nn(-c4ccccc4)c3s2)sc1C(=O)Nc1ccccc1,-11.4,-13.0,x,-13.0,x,x,-3.0,x,-8.3
CN(Cc1ccccc1)C(=O)c1cccc(N2C(=O)NC3CC2(C)Oc2ccccc23)c1 (configuration not stated),0.7,9.0,88.0,-7.8,98.9,93.4,-6.2,-0.574,-4.2
COc1cc(C=O)ccc1OCCOCCOc1c(C)cc(Cl)cc1Cl,4.8,3.0,x,-9.2,x,x,-1.2,2.25,13.2
COc1ccc(-c2nnc(SCC(=O)N3CCC(Cc4ccccc4)CC3)o2)cc1OC,-6.8,-7.0,58.0,16.9,106.5,62.0,-18.2,-0.00123,-2.9
COc1ccc(-c2ncc3ccccn23)cc1OC,23.2,-2.0,83.8,9.1,101.5,98.4,-5.8,1.38,12.6
COc1ccc(N2CCN(C(=O)C(Cc3ccccc3)n3cccc3)CC2)cc1 (configuration not stated),-8.8,-3.0,90.0,3.2,97.7,117.5,-7.0,-0.51,17.1
COCCCNCC(=O)Nc1ccc(OC(F)(F)F)cc1,9.3,-12.0,93.5,x,102.1,99.1,x,x,42.5*
CC(C)CN1C(=O)c2ccc(C(=O)Nc3nccs3)cc2C1=O,-5.5,-2.0,95.5,-6.3,102.2,99.7,-5.9,x,-5.2
CCC(=O)Nc1ccc(/C(C)=N\NC(=O)c2ccc(C)s2)cc1,-5.5,-15.0,x,13.1,x,x,-7.6,0.0416,4.9
O=C1CC(C(=O)O)S/C(=N\NC(=O)c2ccccc2)N1 (configuration not stated),-3.2,4.0,x,15.7,x,x,-14.3,-1.07,6.5
C=CCn1c(SCc2ccccc2)nc(O)cc1=O,2.7,6.0,95.1,-15.4,104.6,100.2,3.6,-0.227,-2.6
CCc1cccc(OCCCCNCCOC)c1,0.0,1.0,81.8,25.9,92.5,101.6,-0.5,-0.282,7.7
COC(=O)Oc1nsnc1N1CCOCC1,1.4,1.0,2.7*,-4.0,92.6,94.1,-2.7,0.256,-0.3
Cn1c(=O)c2c(ncn2CC(=O)Nc2nc3ccc(F)cc3s2)n(C)c1=O,2.1,-15.0,x,-7.6,x,x,-1.4,-0.182,14.4
COc1ccc(CCNS(=O)(=O)c2cccc(F)c2)cc1OC,18.0,-2.0,x,-25.5,97.9,96.2,-4.4,0.18,-2.7
O=S(=O)(c1cccc2ccccc12)N1CCSC1,x,x,92.7,x,103.5,105.4,x,-0.611,x
Cc1ccc(C)c(NC(=O)CSc2nnc([C@@H](N)Cc3ccccc3)o2)c1,6.3,6.0,102.8,22.7,102.2,101.8,-3.9,0.159,1.4
CC1(C)Cc2nc3sc4c(SCC(=O)NC(c5ccccc5)c5ccccc5)ncnc4c3cc2CO1,-6.8,-10.0,x,-2.7,x,x,-5.8,-0.0462,-5.8
O=C(CN1C(=O)COc2ccccc21)N(Cc1ccc2c(c1)OCO2)CC1CCCO1 (configuration not stated),-7.4,3.0,95.4,10.0,107.5,103.0,-6.3,-0.083,12.2
C/C(=N/OCC(=O)Nc1ccccc1)c1cccs1,6.1,5.0,x,-4.8,x,x,-3.4,-1.25,2.2
COc1cccc(C(=O)CSc2nnnn2C2CCCCC2)c1,-10.7,-5.0,x,-8.0,x,x,-2.5,1.17,25.2
CCc1cccc(NC(=O)COc2ccccc2)c1,-4.8,4.0,108.2,-25.3,104.7,105.0,0.9,-0.202,-7.6
CCOc1ccccc1NC(=O)CCSc1nc2n[nH]c(C)c2c(=N)n1-c1ccccc1Cl,-8.4,-15.0,6.5*,x,56.1,51.6,x,-0.935,14.1
O=C(O)CSc1nnc(SCc2cccc3ccccc23)s1,2.9,3.0,96.5,9.7,100.7,103.4,-0.3,0.253,3.8
CC(=NCc1ccco1)c1c(C)[nH]n(-c2nc3ccccc3s2)c1=O,6.2,0.0,82.7,-15.0,106.6,97.8,-3.2,0.251,4.3
CC(NC(=O)Cc1ccc(F)cc1)C(c1cccs1)N1CCN(C)CC1 (configuration not stated),x,x,77.6,1.2,109.4,102.3,-2.5,0.0497,x
CCCCN(CCCNC(=O)C1CCN(S(=O)(=O)CC)CC1)c1ccccc1,-5.4,-2.0,93.2,-5.6,90.0,102.8,-3.1,-0.18,-6.0
CC1(C)CC(n2c(=S)[nH]c3ccccc3c2=O)CCO1 (configuration not stated),-5.9,0.0,87.8,x,103.3,100.2,x,x,9.2
O=c1[nH]c(CN2CCN(c3ccccc3)CC2)nc2ccccc12,-3.1,1.0,88.1,14.7,98.3,86.9,-2.3,0.033,8.8
COC(=O)CSc1nc(-c2ccc(C)cc2)c2c(c1C#N)CCCC2,7.0,-12.0,50.1,-14.7,104.0,90.1,-2.8,1.49,4.9
O=C(Cn1cnnn1)Nc1ccccc1Cc1ccccc1,-0.2,4.0,86.6,-1.7,96.5,94.4,-1.4,-0.42,0.0
CCCCCCCCCC(=O)N/N=C(\C)c1cccnc1,x,x,90.2,-11.3,91.0,105.9,-2.9,0.682,x
COc1cc(-c2cccs2)cc(=O)c2c(C)oc(C)c12,-9.4,-13.0,81.3,-2.1,100.5,98.3,-2.7,1.28,2.6
CCOC(=O)CC(NC(=O)c1cccs1)c1ccc(OCC)cc1 (configuration not stated),2.6,-1.0,85.7,-13.7,104.1,105.0,1.1,-0.0142,-0.6
CSc1nc(C)c2cc(C)oc2n1,-0.2,-2.0,100.7,x,106.5,100.7,x,-0.0978,-5.3
O=S(Cc1ccccc1)CC(O)(c1ccc(Cl)cc1)c1ccc(Cl)cc1 (configuration not stated),-1.8,-9.0,x,7.7,x,x,-4.5,0.37,15.4
Cn1c(=O)c2c(nc(SCC(=O)OCc3ccccc3)n2C)n(C)c1=O,0.3,-4.0,92.1,2.7,89.9,88.7,-2.1,1.21,33.9*
CCn1ccnc1C(O)c1ccccc1OC (configuration not stated),x,x,106.3,-4.2,100.0,94.8,-2.5,-0.278,x
COc1cc2c(cc1NC(=O)CN1CCN(S(=O)(=O)c3ccc(F)cc3)CC1)oc1ccccc12,-3.7,-4.0,90.2,x,110.3,93.9,x,0.423,17.0
COc1ccc(/C=N/NC(=O)CCCOc2ccc(Cl)cc2Cl)cc1[N+](=O)[O-],-0.3,-5.0,x,4.1,x,x,-5.7,x,15.9
CSc1ccc(S(=O)(=O)NCCOc2ccccc2C)cc1,-5.2,0.0,83.7,-7.3,94.0,104.2,-3.0,0.371,9.1

# An excerpt of these results, with tabs.
canonical_smiles	PostGolgi yeast	Ecoli WT expand	H69AR inhibit	S1P2 antag	Fibroblast inh	HUVEC prolif 384	S1P2 agonist	hDAT+cocaine	PostGolgi ctrl
CCn1ccnc1C(O)c1ccccc1OC (configuration not stated)	x	x	106.3	-4.2	100.0	94.8	-2.5	-0.278	x
COc1cc2c(cc1NC(=O)CN1CCN(S(=O)(=O)c3ccc(F)cc3)CC1)oc1ccccc12	-3.7	-4.0	90.2	x	110.3	93.9	x	0.423	17.0
COc1ccc(/C=N/NC(=O)CCCOc2ccc(Cl)cc2Cl)cc1[N+](=O)[O-]	-0.3	-5.0	x	4.1	x	x	-5.7	x	15.9
CSc1ccc(S(=O)(=O)NCCOc2ccccc2C)cc1	-5.2	0.0	83.7	-7.3	94.0	104.2	-3.0	0.371	9.1

# The listing continues:
SMILES,PostGolgi yeast,Ecoli WT expand,H69AR inhibit,S1P2 antag,Fibroblast inh,HUVEC prolif 384,S1P2 agonist,hDAT+cocaine,PostGolgi ctrl
CCCn1nnnc1SCC(=O)Nc1nnc(CC)s1,-3.9,10.0,94.1,-4.0,92.5,96.6,-6.8,-0.0276,17.0
CCOCCCNC(=O)CN1C(=O)CSc2cc(S(=O)(=O)N3CCCCCC3)ccc21,-8.0,0.0,89.8,-19.6,100.3,93.6,-0.1,x,4.0
O=c1cc(Cl)c(-c2ccccc2)n[nH]1,-0.3,14.0,78.3,7.0,103.5,97.9,-1.7,-1.97,3.6
CCN1CCCC1CNC(=O)C1CCCN(S(=O)(=O)c2cccc3nsnc23)C1 (configuration not stated),-2.7,-3.0,x,26.0,x,x,-4.8,-0.124,3.9
O=C(O)Cc1ccc(O)c(F)c1,x,x,95.5,x,99.2,101.0,x,1.31,x
Cc1ccc(NC(=S)NCC2CCCO2)cc1C (configuration not stated),x,x,86.6,-22.7,100.9,90.1,-5.9,-0.456,x
Cc1ccc(NC(=O)c2ccccc2)s1,-2.4,77.0*,95.5,10.2,99.4,103.2,-3.2,0.241,4.2
CC(=O)c1ccc(NS(=O)(=O)c2ccccc2)cc1,1.1,3.0,93.0,3.2,97.5,98.3,-3.1,-0.333,27.3
Cc1ccccc1NC(=S)NC(=O)c1cc(-c2ccccc2)nc2ccccc12,2.3,-18.0,x,-2.7,x,x,-6.3,-0.0865,6.6
Clc1cccc(Cl)c1COc1ccccn1,2.4,6.0,106.9,9.1,99.7,89.4,-4.5,0.479,14.4
CCOC(=O)CSc1ccc(S(=O)(=O)N(C)C2CCCCC2)cc1[N+](=O)[O-],-7.8,-14.0,97.5,-12.7,91.4,85.3,-1.8,0.67,19.7
COc1ccc(Cc2nnc(NC(=O)c3cccs3)s2)cc1,17.7,-6.0,94.9,x,x,100.0,x,-0.592,6.7
COc1ccc(N2C(=O)CC(Sc3nc(C)cc(C)c3C#N)C2=O)cc1 (configuration not stated),x,x,79.4,-8.6,103.7,84.6,-1.1,-0.974,x
CCOc1ccc(-c2cc(CCCC(=O)Nc3cc(OC)ccc3OC)no2)cc1,1.0,-6.0,x,11.4,x,x,0.6,0.449,-4.5
Cc1cc(NC(=O)COC(=O)C2COc3ccccc3O2)no1 (configuration not stated),8.5,-27.0,90.7,-15.2,103.5,99.3,-3.9,-0.969,-3.2
O=S(=O)(Cc1ccccc1)N1CCN(c2ccccc2)CC1,2.9,-3.0,94.3,18.5,99.9,95.9,-4.0,-0.531,5.8
COc1ccc(SCc2noc(C(=O)NCC3CCCO3)c2C(=O)O)cc1 (configuration not stated),-1.0,-7.0,x,1.4,x,x,-7.3,-0.0779,0.5
COc1ccc(NC(=O)N2CCCC2C(=O)Nc2ccccc2)cc1 (configuration not stated),8.2,3.0,86.0,-15.9,106.7,109.7,4.8,-1.03,13.6
CCCCn1c2nc3ccccc3nc2c2c(=O)n(C(C)CC)cnc21 (configuration not stated),37.0*,-2.0,56.7,3.8,100.8,82.6,-1.0,0.757,23.2
CCn1cc(SCC(=O)N2CCc3ccccc32)c2ccccc21,7.9,-19.0,77.0,-12.4,95.8,92.2,-3.6,0.0495,20.6
COc1ccccc1-c1cc(C(=O)N/N=C/c2cccs2)c2ccccc2n1,4.3,-15.0,x,7.8,x,x,-1.9,x,32.6*
